FUS suppressor – rescues growth of FUS-expressing yeast; S. cerevisiae FUS-expressing, growth rescue, OD600, 24 h; Potency, µM (highest dose often 76.6 µM), for inactives: at the highest dose growth rescue (activation), most hits filed as activators; hit rate 0.24% among 390,000;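 further: plate controls were DMSO vehicle for no effect and reference control for full effect; nearly all actives have a fitted effect of over 55% in size; some results filed as inactive show a strong effect at the top dose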
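Yeast expressing FUS under galactose induction, OD 0.005 in 2% galactose medium; compounds in a dilution series, 24 h at 30C. Growth rescue by absorbance at 600 nm; CP55940 positive control, DMSO negative.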
Abeta rescue – A-beta toxicity reversal in yeast; yeast expressing A-beta42, growth rescue, OD600, 48 h; response scale: 0% DMSO, 100% iron-clioquinol control; hit rate 0.063% among 410,000; Potency, µM (doses to about 46.1 µM), inactives show at the highest dose growth rescue, usual class: activators; further: nearly all actives have a fitted effect of over 55% in size
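Yeast growth medium received pinned compounds, then yeast cells expressing toxic A-beta were added; plates incubated at 30 C for 48 hr. Growth read as absorbance at 600 nm, normalized to DMSO and equimolar FeCl3 plus clioquinol controls.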
The depositor's hits bear a star; ? = inconclusive. The call rests on the fitted dose curve; in most records, active means well fitted activation curve with a large enough effect; inconclusive means small, poorly fitted or top-dose-only effect; inactive means no such curve, though single readings can be large or run the other way. Potency means the concentration at half of the fitted maximal effect. These rows are one share of the data; count on the stated rates, not on these rows.

structure	FUS suppressor	Abeta rescue
CC(C)c1ccc(C2Sc3ccccc3NC3=C2C(=O)c2ccccc23)cc1 (centres undefined)	24.8%	-21.4%
Cc1nn(C(=O)c2ccccc2F)c(C)c1S(=O)(=O)N1CCOCC1	-6.0%	1.7%
COc1ccc(C(=O)CN2C(=O)N(c3cc(C)cc(C)c3)S(=O)(=O)c3ccccc32)cc1	44.9%	-11.1%
COC(=O)c1ccccc1NC(=O)Cn1c(=O)cc(C)c2c(C)nn(-c3cccc(Cl)c3C)c21	-1.3%	-11.0%
O=C(NC1CCCC1)c1ccc2c(=O)n(Cc3ccccc3)c(SCc3cccc([N+](=O)[O-])c3)nc2c1	-7.6%	-21.1%
COCCCNC(=O)c1ccc(CSc2nc3cccnc3n2Cc2ccc(OC)cc2)cc1	24.1%	-15.4%
O=C(Nc1ccc(OC(F)(F)F)cc1)c1cc2ccccn2n1	0.7%	-7.6%
COc1ccccc1CNC(=O)CCCn1c(=O)c2ccccc2n(CC(=O)Nc2ccc(C)cc2Cl)c1=O	39.8%	-7.9%
Cc1ccc(-c2cn(-c3cccc(Cl)c3)c(S(=O)(=O)CC(=O)Nc3cccc(C)c3)n2)cc1	40.5%	6.2%
Cc1ccc(NC(=O)Cn2nnc(-c3nc(-c4ccncc4)no3)c2N)cc1	-19.0%	3.8%
O=C1Nc2ccccc2C1Cc1ccc(Br)cc1 (centres undefined)	15.3%	?
COc1ccc(N2CCN(C(=O)c3nn(C)c4c3CSc3ccccc3-4)CC2)cc1	26.6%	1.8%
CCNC(=O)c1nn(-c2ccccc2C)nc1CO	0.6%	-21.4%
COc1ccccc1OCC(=O)Nc1c(C(=O)c2ccc(F)cc2)oc2ccccc12	1.3%	-11.4%
Cc1ccc(Nc2c(-c3ccc(Cl)cc3)nc3sccn23)c(C)c1	24.7%	?

5 entries drawn at random from the list so far:
structure	FUS suppressor	Abeta rescue
COc1ccccc1OCC(=O)Nc1c(C(=O)c2ccc(F)cc2)oc2ccccc12	1.3%	-11.4%
COc1ccc(N2CCN(C(=O)c3nn(C)c4c3CSc3ccccc3-4)CC2)cc1	26.6%	1.8%
CC(C)c1ccc(C2Sc3ccccc3NC3=C2C(=O)c2ccccc23)cc1 (centres undefined)	24.8%	-21.4%
COC(=O)c1ccccc1NC(=O)Cn1c(=O)cc(C)c2c(C)nn(-c3cccc(Cl)c3C)c21	-1.3%	-11.0%
Cc1ccc(NC(=O)Cn2nnc(-c3nc(-c4ccncc4)no3)c2N)cc1	-19.0%	3.8%

(more compounds)
structure	FUS suppressor	Abeta rescue
Cc1ccc(CNC(=O)Cn2c3ncccc3c(=O)n2-c2ccc(C)cc2)cc1	13.9%	-0.8%
Cc1nc2ccn(Cc3cccnc3)c(=O)c2cc1C(=O)NCc1ccc(Cl)cc1	4.4%	-22.9%
Cc1cccc(C(=O)Nc2ccccc2OCc2cc(=O)n3ccccc3n2)c1	-17.6%	-4.0%
O=S(=O)(Nc1nc2n(n1)C(c1ccccc1)C=C(c1ccc(Cl)cc1)N2)c1ccccc1 (centres undefined)	10.5%	-5.2%
Cc1cc(C)nc(-n2nc(C)c3c2NC(=O)CC3c2cccc(O)c2)n1 (centres undefined)	-8.2%	-7.2%
COc1ccccc1-n1nc(-c2ccccc2)c2cnc3cc(C(F)(F)F)ccc3c21	7.7%	-9.2%
CC(C)Cc1nn2c(=O)cc(COC(=O)c3ccc(NC(=O)CCc4ccccc4)cc3)nc2s1	-11.1%	-14.8%
O=C1CN(C(=O)c2ccc(S(=O)(=O)N3CCCCC3)cc2)C(c2ccc(F)cc2)c2cc(Cl)ccc2N1 (centres undefined)	?	1.7%
COC(=O)c1ccc(C2Nc3c(C)cccc3-c3cc(C)nn32)cc1 (centres undefined)	?	10.6%
Cc1nc2nc(NCc3ccccc3Cl)[nH]n2c(=O)c1Cc1ccccc1	-18.2%	-11.8%
Cc1ccc2oc(-c3ccc(Cl)c(NC(=O)Cc4ccccc4)c3)nc2c1	7.3%	10.7%
COc1ccc(-c2cc(C(=O)Nc3c(C(=O)c4ccc(C)cc4)oc4ccccc34)no2)cc1	7.9%	-17.1%
COCCc1nn2c(=O)cc(COC(=O)C(c3ccccc3)c3ccccc3)nc2s1	42.4%	-25.2%
CCn1nc(-c2ccccc2)c(-c2ccccc2)c(C(=O)Nc2ccc(S(N)(=O)=O)cc2)c1=O	29.7%	-11.2%
CCCN(C(=O)c1cc2c(s1)-c1ccccc1OC2)c1ccccc1F	20.0%	-31.1%
CCc1nnc2c3ccccc3nc(N3CCN(c4ccc(C)cc4C)CC3)n12	-2.8%	6.9%
O=C(COCc1cc(-c2ccc3c(c2)OCO3)on1)Nc1cc(C(F)(F)F)ccc1Cl	?	-11.4%
CCc1ccc(NC(=O)C2=CC(c3ccc4c(c3)OCO4)=NS(=O)(=O)N2C)cc1	-2.8%	-2.4%
CCSc1oc(-c2ccco2)nc1S(=O)(=O)c1ccc(Br)cc1	21.2%	13.9%
Cc1c(-c2nc(-c3ccc4c(c3)[nH]c(=O)n4C)no2)cccc1[N+](=O)[O-]	-15.3%	-2.4%
Cc1ccc(Cn2c(CNS(=O)(=O)c3c(C)cc(C)cc3C)nc3cccnc32)cc1	?	17.3%
O=C1c2ccccc2-c2onc3c(NCCO)cc(NC4CCCCC4)c1c23	?	-19.9%
O=C(Nc1ccc(OC(F)(F)F)cc1)C1CCN(S(=O)(=O)c2ccc3[nH]c(=O)ccc3c2)CC1	-13.3%	-0.7%
CCCn1c(=O)c2sccc2n2c(CCCC(=O)Nc3ccccc3F)nnc12	7.7%	-6.5%
Cc1cccc(OCC(=O)Nc2ccc3nc(Nc4cccc(Cl)c4)cc(C)c3c2)c1	3.6%	21.4%
Cc1cccc(N2CCN(C(=O)c3cc(S(=O)(=O)N4CCC(C)CC4)cn3C)CC2)c1C	?	?
CCn1c2ccccc2c2nnc(SCC(=O)O)nc21	-5.1%	-3.1%
COc1cccc(C(c2sc3nc(-c4ccco4)nn3c2O)N2CCC(C)CC2)c1 (centres undefined)	?	9.7%
COc1ccc(CCCc2nnc(SCC(=O)Nc3ccc(C)cc3)o2)cc1	10.7%	-3.1%
Cc1ccc(N(CC(C)C)S(=O)(=O)c2nnc(NC(=O)C(C)C)s2)cc1	-1.2%	-7.2%
CCOc1ccc(OCC)c(Nc2nc3ccccc3c3nnc(C)n23)c1	-5.2%	15.3%
O=C(/C=C/c1ccccc1Cl)N1CCC(c2nc3ccccc3o2)CC1	39.6%	-15.1%
CCOc1ccc2cc(-c3nnc(Nc4ccc(C)cc4)s3)c(=O)oc2c1	0.4%	-17.1%
O=C(CSc1cn(CC(=O)N2CCCCC2)c2ccccc12)Nc1ccc(C(F)(F)F)cc1	6.4%	-2.5%
Cc1ccc(NC(=O)CSc2nc3c(sc4ccccc43)c(=O)n2CCCC(=O)NC2CCCC2)cc1C	-6.2%	-15.5%
CCN(C(=O)CCc1nc(-c2ccc(C)cc2)no1)c1cccc(Cl)c1	37.3%	18.7%
COc1cccc(/C=C(\C#N)c2nc3ccccc3c(=O)[nH]2)c1OC	5.2%	-2.2%
CCOc1ccc(NC(=O)CCCc2nnc3n(C)c(=O)c4sccc4n23)cc1	-24.9%	8.1%
CCNC(=O)c1cnc2sc(N3CCCCCC3)nn2c1=O	-7.8%	-7.8%
Cc1ccc(CNC(=O)CCc2c(C)nc3c4c(C)cc(C)nc4nn3c2C)cc1	-1.8%	-6.2%
Cc1cccc(CNC(=O)c2cccc(NC(=O)N3CCSc4ncccc43)c2)c1	9.3%	2.0%
CCC(=O)Nc1ccccc1-c1nc2ccccc2n(CC(=O)c2ccc(Cl)cc2)c1=O	6.0%	-3.8%
C=Cc1ccc(Cn2ccn(-c3ccc(F)c(F)c3)c(=O)c2=O)cc1	13.7%	-11.6%
CC(C)OCCCn1c(=O)c2ccccc2n2c(-c3ccc(F)c(F)c3)nnc12	6.0%	7.8%
CCCCNc1nc2c(-c3cccc(C)c3)nnn2c2ccccc12	-26.0%	0.7%
N#Cc1ccc(S(=O)(=O)N2CCC(Oc3cccc(C(F)(F)F)c3)CC2)cc1	2.4%	-2.8%
CC(=O)N1CCc2c(sc3c2c(=O)n(-c2ccc(C)cc2)c(=O)n3Cc2c(F)cccc2Cl)C1	13.9%	0.0%
CCCN(CCC)CCCNC(=O)C1CCN(S(=O)(=O)CC)CC1	-6.6%	-7.0%
O=C(NCc1ccc(F)cc1)C1CCCN(c2ncnc3onc(-c4ccc(F)cc4)c23)C1 (centres undefined)	-7.0%	-21.6%
CCN(CC)c1ccc(C(=O)N2CCC(c3c[nH]c4ccccc34)(c3c[nH]c4ccccc34)CC2)cc1	-0.5%	-4.8%
Cc1c(Cl)cccc1NC(=O)c1ccc2nc(C(C)C)oc2c1	-0.1%	-7.5%
COc1cc(NC(=O)c2nnn(CC(=O)Nc3cc(C)ccc3C)c2N)cc(OC)c1	-12.2%	-1.9%
COc1ccc(NC(=O)CCc2c(C)nc3c(-c4ccc(F)cc4)c(C)nn3c2C)c(OC)c1	-33.4%	-5.1%
CCN(C(=O)Cn1cc(S(=O)(=O)Cc2ccccc2Cl)c2ccccc21)c1ccccc1	?	12.4%
COc1ccc(CNC(=O)C2CCN(S(=O)(=O)c3c(C)noc3/C=C/c3ccccc3F)CC2)cc1	-3.2%	-2.7%
Cc1oc(-c2ccc(C(=O)NCc3ccccc3Cl)cc2)nc1CN1CCc2ccccc21	17.3%	-5.7%
COc1cc2c(cc1OC)C(COc1ccc3c(C)cc(=O)oc3c1)N(C(=O)c1ccc(C)cc1)CC2 (centres undefined)	6.8%	14.3%
Cc1ccc(Cn2c(=O)n(CC3CCC(C(=O)N4CCC(C)CC4)CC3)c(=O)c3sccc32)cc1 (centres undefined)	-12.9%	-1.5%
O=C(CCS(=O)(=O)c1cc(Br)cc2c1N(C(=O)C1CC1)CC2)N1CCN(c2cccc(C(F)(F)F)c2)CC1	?	0.9%
CCOC(=O)c1ccc(NC(=O)c2ccc3c(c2)NC(=O)c2ccccc2S3)cc1	-4.0%	0.1%

Further records follow:
structure	FUS suppressor	Abeta rescue
Cc1ccc(-n2ncc3c(NCCc4ccccc4)ncnc32)cc1Cl	-15.3%	7.9%
Cc1ccc(C)c(-n2cc(-c3ccccc3)nc2SCC(=O)Nc2ccccc2)c1	24.8%	0.8%
CC(C)(C)c1ccc(C(=O)NCCc2csc3nc(-c4ccccc4F)nn23)cc1	?	21.0%
COCCCn1c(=N)c(C(=O)NC2CCCC2)cc2c(=O)n3cc(C)ccc3nc21	-12.2%	-1.4%
Cc1ccc(NC(=O)Nc2ccc3snnc3c2)cc1C	-10.3%	1.0%
CC1CCN(c2ccc(-c3nc(-c4ccccc4)no3)cc2[N+](=O)[O-])CC1	-11.7%	4.7%
CCOC(=O)c1c(NC(=O)CSc2cn(CCNC(=O)c3ccc(OC)c(OC)c3)c3ccccc23)sc2c1CCCC2	12.5%	-9.0%
CCC(Sc1nc(-c2ccccc2F)nc2c1Cc1c(CO)cnc(C)c1O2)C(=O)Nc1cc(C)ccc1C (centres undefined)	9.9%	17.2%
CCOc1ccc(NC(=O)c2ccc(F)c(S(=O)(=O)N(CC)Cc3ccccc3)c2)cc1	1.7%	3.0%
CCN(CC)C(=O)c1sc2c(c1C)c(=O)n(Cc1ccccc1)c(=O)n2Cc1ccc(Cl)cc1	?	9.5%
Cc1ccc2oc(C(=O)Nc3nnc(CC(C)C)s3)cc(=O)c2c1	-0.1%	-5.7%
CCc1nn(CCCC(=O)N2CCN(c3cc(Cl)ccc3C)CC2)c(=O)c2cc3occc3n12	?	-25.7%
CCc1ccc(NC(=O)Cn2c(-c3cncs3)nc3ccccc32)cc1	26.0%	20.3%
O=C(Cc1ccccc1)Nc1c(C(=O)Nc2ccccc2F)oc2ccccc12	-21.7%	5.5%
Cn1cnc2c(=O)oc3ccc(S(=O)(=O)N4CCN(c5ccccc5F)CC4)cc3c21	-5.4%	-10.1%
CCOCCCNc1ncnc2onc(C)c12	-1.1%	-20.1%
Cc1nc2ccccc2n1CCc1nc2c3ccccc3nc(SCC(=O)Nc3cccc(C(F)(F)F)c3)n2n1	?	-8.1%
CC(=O)Nc1cccc(C(=O)NCc2ccc3c(c2)CCN3C(=O)c2ccc(F)cc2)c1	20.2%	17.2%
CCOc1ccc(-c2cnc(NCc3ccc(C(F)(F)F)cc3)n2C)cc1	31.6%	-30.0%
Cc1cc(C)c2c(=O)cc(C(=O)Nc3ccccc3Cl)oc2c1	13.1%	-4.6%
CCNC(=O)C1CCCN(c2ncnc3onc(C)c23)C1 (centres undefined)	-35.1%	-11.0%
Cc1nn(CCC(=O)Nc2ccc(Cl)cc2)c(C)c1S(=O)(=O)N1CCCCC1	23.6%	-8.2%

Bioassay records (PubChem BioAssay)
